Screening data: PubChem BioAssay, Sanford-Burnham Center for Chemical Genomics
TAG inh – reduces triacylglycerol accumulation in H9c2 cells | Nile Red lipid (TAG) fluorescence; cells loaded with 200 µM oleic acid | inhibition, % at 12.5 µM | 0.66% of 230,000 active | AID 651582;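 active = pattern-corrected inhibition of lipid staining of at least 50% with the nuclear-stain viability signal not falling by more than 50%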;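 note: 0% = DMSO wells and 100% = triacsin C control wells; some results filed as inactive read as strong as hits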
TAG inh DAPI viability – further read-out of TAG inh, marked with its call; DAPI nuclei signal change (viability), lower = more cytotoxic, %;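 whole-well DAPI fluorescence read on a plate reader as a viability signal; minus 50 percent equals half of cells still viable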
The depositor's hits bear a star. This is a subset; rates above refer to the full screens.

entry	smiles	TAG inh	TAG inh DAPI viability
1	CCCCCc1ccc(-c2nnc(N)s2)cc1	8.0	-5.9
2	Nc1ccc(N2CCCCC2)c(S(=O)(=O)Nc2ccc(Cl)cc2)c1	-27.0	3.8
3	CCOc1ccc(NC(=O)CN(C)C(=O)c2cc(-c3cccs3)nn2-c2ccccc2)cc1OCC	-3.3	1.1
4	Cc1ccc(C)c(S(=O)(=O)N2CCN(C(=O)Cc3ccc(S(=O)(=O)N4CCOCC4)s3)CC2)c1	0.9	-9.0
5	COC(=O)c1c(NC(=O)c2ccccc2)sc2c1CC(C)(C)NC2(C)C	-18.3	8.4
6	C/C(=N\NC(=O)c1ccncc1)c1ccc(NC(=O)c2ccc(Cl)cc2)cc1	-6.4	16.6
7	Cn1c(CO)c(-c2ccccc2)c2cc([N+](=O)[O-])ccc21	3.3	-3.5
8	Fc1ccccc1N1CCN(Cc2cccnc2)CC1	2.4	-2.6
9	Cc1ccc(S(=O)(=O)NCCC(=O)NCc2ccccn2)cc1	9.5	2.0
10	Cc1c(NC(=O)C(C)OC(=O)Cc2ccc(F)cc2)c(=O)n(-c2ccccc2)n1C (stereo unspecified)	3.9	-4.6
11	COc1ccc(C(CNC(=O)c2cccc(S(=O)(=O)N3CCCC(C)C3)c2)N(C)C)cc1 (stereo unspecified)	10.0	-3.0
12	O=C(CCC1N=C2c3ccccc3N=C(SCc3cccc(Cl)c3)N2C1=O)NCc1ccco1 (stereo unspecified)	-23.5	18.1
13	O=S1(=O)C=CC(Sc2nc3ccccc3[nH]2)C1 (stereo unspecified)	4.6	-3.9
14	CC(C)C(O)(C#CCN1CCCCCC1)c1ccccc1 (stereo unspecified)	-6.6	7.4
15	O=C(O)C1=CCC=CC1C(=O)O (stereo unspecified)	7.6	9.5
16	COc1ccc(CCNc2ccncn2)cc1	-20.7	18.7
17	CCOCCCNC(=O)C(NC(=O)c1ccccc1O)c1ccc(C)cc1 (stereo unspecified)	13.1	-4.9
18	Cc1cnc(C)c(Nc2nc(C(N)Cc3ccc(C(F)(F)F)cc3)cs2)n1 (stereo unspecified)	23.0	14.1
19	COC(=O)CCC(=O)OC1(C)C(=O)C2=CN(C3CCCC3)C(c3ccc(OC)cc3)=CC2=C(Br)C1=O (stereo unspecified)	3.5	3.3
20	O=C1CN(C(=O)COC(=O)CCSc2ccccc2Cl)c2ccccc2N1	-13.9	3.1

Entries of single compounds as entered above. Order of screens: TAG inh, TAG inh DAPI viability
Shown for Fc1ccccc1N1CCN(Cc2cccnc2)CC1 = 2.4, -2.6
Shown for Cc1ccc(S(=O)(=O)NCCC(=O)NCc2ccccn2)cc1 = 9.5, 2.0
Shown for CCOc1ccc(NC(=O)CN(C)C(=O)c2cc(-c3cccs3)nn2-c2ccccc2)cc1OCC = -3.3, 1.1
Shown for COc1ccc(C(CNC(=O)c2cccc(S(=O)(=O)N3CCCC(C)C3)c2)N(C)C)cc1 (stereo unspecified) = 10.0, -3.0

Carrying on:
entry	smiles	TAG inh	TAG inh DAPI viability
21	COc1ccc2[nH]c(=O)c(CN(CCCN(C)C)C(=O)Nc3ccc(F)cc3)cc2c1	2.6	0.2
22	COc1ccc(NC(=O)CCSc2nnc(C)s2)cc1	-6.9	19.0
23	COc1cc2cc(C[C@H](C)O)oc(=O)c2cc1OC	-17.7	4.1
24	O=C(NCCCN1CCCC1=O)c1cccc(S(=O)(=O)Nc2ccc(F)cc2)c1	-2.5	1.1
25	Cc1ccc(NC(=O)CN2C(=O)NC3(CCc4ccccc43)C2=O)cc1S(=O)(=O)N1CCCCC1 (stereo unspecified)	-1.7	-9.3
26	C=CCOC(=O)COc1ccc2c(C)c(C)c(=O)oc2c1C	-3.7	2.7
27	CC(C)CC1(C)NC(=O)N(CC(=O)Nc2ccc3c(c2)OCCO3)C1=O (stereo unspecified)	-4.6	0.0
28	O=C1N=C(c2ccccc2)C(c2ccccc2)N1 (stereo unspecified)	-6.8	2.5
29	O=C(c1ccc2c(c1)OCO2)C1CCCN(Cc2ccc3nsnc3c2)C1 (stereo unspecified)	9.9	-6.6
30	Cc1ccc(F)c(S(=O)(=O)NC(=O)C2(C)CCN2C(=O)Cc2ccc(-c3ccccc3)cc2)c1 (stereo unspecified)	5.4	6.2
31	C=CCNC(=O)c1onc(CSc2cc(C)cc(C)c2)c1C(=O)O	-14.8	-3.9
32	CCn1nc(C(=O)NC2=NCCS2)c2ccccc2c1=O	-9.9	-5.2
33	O=C(C1CCCCN1S(=O)(=O)c1ccc(F)cc1)N1CCN(c2ccccc2F)CC1 (stereo unspecified)	-0.3	-5.1
34	CCN(CC)C(=O)NC1CC2CCCC(C1)N2Cc1ccccc1 (stereo unspecified)	-16.1	12.3
35	O=S(=O)(NCc1csc(-c2cccs2)n1)c1ccccc1	-2.3	0.1
36	Cc1ccc(C(c2nnnn2CCc2ccccc2)N2CCSCC2)cc1 (stereo unspecified)	1.3	-5.4
37	CCCCCCCCCOC(=O)C1N2C(=O)[C@@H](NC(=O)COc3ccccc3)[C@H]2SC1(C)C (stereo partly specified)	-5.5	3.0
38	COC1=C(Nc2ccc(OC)cc2)C(=O)C(OC)=C(Nc2ccc(OC)cc2)C1=O	-3.6	14.7
39	CCOC(=O)Cc1csc(SCC(=O)Nc2cccc(C#N)c2)n1	-2.6	1.2
40	COC(=O)c1cc(-c2ccccc2)sc1N	-5.7	3.0

Part of the list above, reformatted.
[34] CCN(CC)C(=O)NC1CC2CCCC(C1)N2Cc1ccccc1 (stereo unspecified)
  TAG inh: -16.1	TAG inh DAPI viability: 12.3
[36] Cc1ccc(C(c2nnnn2CCc2ccccc2)N2CCSCC2)cc1 (stereo unspecified)
  TAG inh: 1.3	TAG inh DAPI viability: -5.4
[22] COc1ccc(NC(=O)CCSc2nnc(C)s2)cc1
  TAG inh: -6.9	TAG inh DAPI viability: 19.0
[28] O=C1N=C(c2ccccc2)C(c2ccccc2)N1 (stereo unspecified)
  TAG inh: -6.8	TAG inh DAPI viability: 2.5

(more compounds)
entry	smiles	TAG inh	TAG inh DAPI viability
41	CC(C)Oc1ccc(-c2cc(=O)[nH]c(=O)[nH]2)cc1	-1.5	-2.0
42	CCOC(=O)C1=C(COC(=O)[C@@H](NC(=O)c2cccc(C)c2)C(C)C)NC(=O)NC1C (stereo partly specified)	9.1	1.1
43	Cc1cccc(C)c1OCC(O)CN1CCN(c2ccccn2)CC1 (stereo unspecified)	-0.6	1.1
44	Oc1ccc(/C=N/n2c(-c3ccccc3)n[nH]c2=S)cc1Br	5.9	-3.5
45	CC(C)C(NC(=O)C1CCCCC1)C(=O)NC1=NCCS1 (stereo unspecified)	-13.2	4.5
46	COc1ccccc1NC(=O)C(=O)NCCCN1CCCC1=O	-2.2	1.9
47	O=C(Nc1cccc(S(=O)(=O)Nc2ccc(Cl)cc2)c1)c1ccc(Cl)nc1	-16.2	-4.9
48	COCCN(C(=O)C1CC1)c1nnc(-c2cccc(C)c2)s1	-1.5	2.3
49	CCC(=O)Nc1cccc(NC(=O)c2ccc(Br)cc2)c1	3.1	10.3
50	CCCCCc1nnc(NC(=O)c2cccc(S(=O)(=O)N3CCOCC3)c2)s1	-0.5	-2.0
51	Cn1cccc1C(=O)OCC(=O)NC1CCS(=O)(=O)C1 (stereo unspecified)	0.3	-2.7
52	Nc1ncnc2c1ncn2[C@@H]1O[C@H](CN2CCCS2(=O)=O)[C@@H](O)[C@H]1O	10.2	-2.4
53	COc1cccc(C2C(C(=O)c3ccco3)=C(O)C(=O)N2CCCN2CCOCC2)c1OC (stereo unspecified)	7.5	0.0
54	Cc1nc2cc(OCc3cc(C(=O)NC(C)c4cn(C)nc4C)no3)ccc2s1 (stereo unspecified)	9.1	-4.3
55	Cc1ccc(/C=N/n2c(C)cc(C)c(C#N)c2=O)cc1	-1.4	-7.4
56	COc1ccc(C(=O)Nc2ncc3c(n2)-c2ccccc2CC3)cc1	-3.3	-0.3
57	CCOC(=O)C(=O)N1CCC(C(=O)OCC)CC1	0.8	-0.7
58	Cc1ccc(NC(=O)CSc2ccc3nnc(-c4ccccn4)n3n2)cc1	9.1	-1.4
59	O=c1[nH][nH]c2ccccc2c1=O	-1.0	-1.5
60	COc1ccc(CSCC(=O)Nc2ccc(S(=O)(=O)N3CCCCCC3)cc2)cc1	-15.4	7.9
61	CCN1CCN(c2ncnc3c2sc2nc(N4CCOCC4)c4c(c23)CCC4)CC1	6.3	1.5
62	CN1CCC(N(C)C(=O)c2ccc(Cl)c(S(=O)(=O)N3CCOCC3)c2)CC1	8.2	6.6
63	Cc1cc(N2C(=O)C3CC=CC(C)C3C2=O)no1 (stereo unspecified)	-2.0	-3.3
64	O=[N+]([O-])c1ccc(O)c(C=NN2CCCCC2)c1	-0.8	-0.2
65	FC(F)(F)c1ccc(-c2csc(-c3ccno3)n2)cc1	0.9	-4.5
66	CSc1ccc(-c2nc(CSCC(=O)NCCCN3CCOCC3)c(C)o2)cc1	14.2	-14.3
67	CCOC(=O)N1CCN(CC(O)COc2c(C)cccc2C)CC1 (stereo unspecified)	10.9	-0.8
68	O=C(c1ccco1)N1CCN(C23CC4CC(CC(C4)C2)C3)CC1	-15.8	3.9
69	COc1ccc(OC)c(CN2CCN(C(=O)CCNC(=O)c3ccc(Br)cc3)CC2)c1	-5.1	-16.7
70	CN(C)Cc1cc(CCNC(=O)c2ccc(Cl)cc2)ccc1O	5.4	-4.9
71	CC(C)NCC(O)COc1ccc(COCCOC(C)C)cc1 (stereo unspecified)	2.2	-9.3
72	CCS(=O)(=O)c1ccc2c(c1)N(S(C)(=O)=O)CC(C(=O)NCc1ccccc1OC)O2 (stereo unspecified)	9.0	-12.0
73	Cc1cc(SCCOc2ccccc2)nc(N)n1	0.3	13.9
74	COC(=O)c1c(C)oc(C)c1S(=O)(=O)Nc1ccc(C(C)C)cc1	-21.4	8.3
75	O=C(CSc1ccccn1)Nc1ccc2c(c1)OCO2	-1.3	0.4
76	O=S(=O)(c1ccc2c(c1)OCCO2)N1CCNCC1	9.0	-7.6
77	COc1ccc2[nH]c(=O)c(CN(C(=O)c3cccnc3)c3ccc(C)c(C)c3)cc2c1	-8.8	4.7
78	COc1ccc(-c2csc(NC(=S)NC(=O)/C=C/c3ccco3)n2)cc1Br	78.9*	-32.3*
79	CNS(=O)(=O)/C=C/c1ccccc1	-7.5	-7.9
80	CCc1ccc(NC(=S)N(Cc2cccnc2)Cc2ccco2)cc1	-18.5	5.1
81	O=S(=O)(c1ccc(-n2cnnn2)cc1)N(C1CCCCC1)C1CCCCC1	3.0	6.6
82	CN(C)c1ccc(C(=O)OCC(=O)NC2CCCCC2)cc1	5.9	-2.9
83	Fc1cccc(F)c1/C=N/N1CCOCC1	-15.4	9.4
84	CN(C)c1cncc(C(=O)O)c1	-1.0	1.4
85	Cc1ccc(C)c(OCCCCN2CCNCC2)c1C	-7.3	13.6
86	CCOCc1cn(CC(=O)c2ccc([N+](=O)[O-])cc2)c(C)nc1=N	-13.7	0.6
87	Cc1ccc(C(=O)O/N=C2\CCS(=O)(=O)c3sccc32)cc1	1.4	-1.9
88	COc1cccc(CN2CCN(C(=O)Nc3ccc([N+](=O)[O-])cc3)CC2)c1	1.0	6.0
89	O=C(c1ccccc1)N1CCN(c2ncnc3sc4c(c23)CCC4)CC1	-12.5	-1.6
90	CC1(N2CCOCC2)CC2(O)C(=[N+]1[O-])CCc1c2no[n+]1[O-] (stereo unspecified)	-11.4	7.3
91	COC(=O)c1sccc1N/C=C(\C#N)S(=O)(=O)C(C)(C)C	-5.3	11.7
92	Cc1ccc(NC(=O)c2ccc(Cl)cc2Cl)cc1O	-7.5	6.7
93	COc1ccc(COCC(CC(C)C)N2CCN(C(=O)c3cccc(C(F)(F)F)c3)CCC2=O)cc1 (stereo unspecified)	3.5	3.4
94	O=C(COc1ccccc1)Nc1cccc(-c2ccc(N3CCOCC3)nn2)c1	2.3	10.4
95	COC(=O)Cc1ccc(OCc2ccc(Cl)nc2)cc1	-22.4	7.1
96	COc1ccc(CNC(=S)N/N=C(\C)c2ccc(OC)cc2)cc1	-11.1	4.7
97	CC(O)(CC(=O)CC(=O)c1ccccc1)c1ccccc1 (stereo unspecified)	-15.1	-6.3
98	S=C(NCCc1ccccn1)Nc1cc(Cl)cc(Cl)c1	-15.9	13.3
99	CCc1ccc(/C(C)=N/NC(=O)C(O)c2ccccc2)s1 (stereo unspecified)	-2.4	-2.4
100	CC1(C(=O)NS(=O)(=O)c2ccc3ccccc3c2)CCN1C(=O)CC1CCCCC1 (stereo unspecified)	-0.1	5.8

The listing continues.
entry	smiles	TAG inh	TAG inh DAPI viability
101	O=C(NC1CCc2ccccc21)C1CCN(S(=O)(=O)c2ccc(-n3cnnn3)cc2)CC1 (stereo unspecified)	3.1	-0.3
102	O=c1c2cnn(-c3ccc(F)cc3)c2ncn1Cc1cccnc1	-11.1	4.8
103	CCCC(=O)Nc1ccc(OCC(=O)OC)cc1	4.5	6.5
104	O=S1(=O)CC2NC(=S)N(c3cccc(Br)c3)C2C1 (stereo unspecified)	-6.0	6.9
105	COc1cccc(OC)c1C(=O)NC(C)CCc1ccccc1 (stereo unspecified)	1.1	9.7
106	NC(=O)c1ccsc1NC(=O)CSc1nnc(C2CC2)n1Cc1ccccc1	8.2	3.2
107	COc1ccc(-c2ccc3c(c2)[C@@H]2C[C@H](N(C)C(=O)Nc4ccccc4)[C@H]([C@H](C)O)C(=O)N2CC3)cc1	10.6	0.8
108	COc1ccc(NC(=O)CCNS(=O)(=O)c2cccc3nsnc23)cc1	4.4	-9.2
109	CCCCCCCCNCCS(=O)(=O)NCc1ccc(OC)cc1	5.1	4.2
110	COc1cc(CNc2ccc(N3CCOCC3)c(C(=O)O)c2)ccc1OCC(N)=O	7.2	1.6
111	CCC1CCCCN1S(=O)(=O)c1ccc(C(=O)Nc2nnc(C3=COCCO3)o2)cc1 (stereo unspecified)	3.0	-1.4
112	O=C(N/N=C1\C/C(=N\NC(=O)c2ccncc2)c2ccccc21)c1ccncc1	-2.7	-0.6
